Source: PubChem BioAssay
sPLA2-III inh: Blocks human group III sPLA2 activity; Q9NZ20; QFRET BODIPY PC-A2 liposome hydrolysis, fluorescence; inhibition, % at 12.2 µM; hit rate 0.56% among 370,000; AID 743126;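 active means inhibition above mean plus 3 SD of compounds lying within the high and low control bounds, cut at about 19% in these data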;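 further: 0% = median of test compound wells and 100% = no enzyme DMSO wells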
DAX1 inh-1: blocks DAX1 repression of SF-1 activated StAR promoter | hit rate 1.1% among 370,000 | HEK293T StAR-luciferase reporter, SF-1/DAX-1 repression relief | inhibition, % at 6.8 µM | AID 652010;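 active means inhibition above the mean over all tested compounds plus 3 SD, cut at about 3.6% in these data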;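 further: 0% = DAX-1 cells with DMSO and 100% = cells lacking DAX-1 with DMSO; higher inhibition means more luminescence from relief of DAX-1 repression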
PLC-beta3 inh: blocks human PLC-beta3 enzyme activity; Q01970; Purified PLC-beta3, fluorogenic substrate, fluorescence; inhibition, % at 12.2 µM; hit rate 0.18% among 370,000; AID 720704; in the data active means inhibition above about 11%;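 further: 0% = median of compound wells on plate and 100% = full blocker control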
Target sequence (Q01970 whole entry, looked up): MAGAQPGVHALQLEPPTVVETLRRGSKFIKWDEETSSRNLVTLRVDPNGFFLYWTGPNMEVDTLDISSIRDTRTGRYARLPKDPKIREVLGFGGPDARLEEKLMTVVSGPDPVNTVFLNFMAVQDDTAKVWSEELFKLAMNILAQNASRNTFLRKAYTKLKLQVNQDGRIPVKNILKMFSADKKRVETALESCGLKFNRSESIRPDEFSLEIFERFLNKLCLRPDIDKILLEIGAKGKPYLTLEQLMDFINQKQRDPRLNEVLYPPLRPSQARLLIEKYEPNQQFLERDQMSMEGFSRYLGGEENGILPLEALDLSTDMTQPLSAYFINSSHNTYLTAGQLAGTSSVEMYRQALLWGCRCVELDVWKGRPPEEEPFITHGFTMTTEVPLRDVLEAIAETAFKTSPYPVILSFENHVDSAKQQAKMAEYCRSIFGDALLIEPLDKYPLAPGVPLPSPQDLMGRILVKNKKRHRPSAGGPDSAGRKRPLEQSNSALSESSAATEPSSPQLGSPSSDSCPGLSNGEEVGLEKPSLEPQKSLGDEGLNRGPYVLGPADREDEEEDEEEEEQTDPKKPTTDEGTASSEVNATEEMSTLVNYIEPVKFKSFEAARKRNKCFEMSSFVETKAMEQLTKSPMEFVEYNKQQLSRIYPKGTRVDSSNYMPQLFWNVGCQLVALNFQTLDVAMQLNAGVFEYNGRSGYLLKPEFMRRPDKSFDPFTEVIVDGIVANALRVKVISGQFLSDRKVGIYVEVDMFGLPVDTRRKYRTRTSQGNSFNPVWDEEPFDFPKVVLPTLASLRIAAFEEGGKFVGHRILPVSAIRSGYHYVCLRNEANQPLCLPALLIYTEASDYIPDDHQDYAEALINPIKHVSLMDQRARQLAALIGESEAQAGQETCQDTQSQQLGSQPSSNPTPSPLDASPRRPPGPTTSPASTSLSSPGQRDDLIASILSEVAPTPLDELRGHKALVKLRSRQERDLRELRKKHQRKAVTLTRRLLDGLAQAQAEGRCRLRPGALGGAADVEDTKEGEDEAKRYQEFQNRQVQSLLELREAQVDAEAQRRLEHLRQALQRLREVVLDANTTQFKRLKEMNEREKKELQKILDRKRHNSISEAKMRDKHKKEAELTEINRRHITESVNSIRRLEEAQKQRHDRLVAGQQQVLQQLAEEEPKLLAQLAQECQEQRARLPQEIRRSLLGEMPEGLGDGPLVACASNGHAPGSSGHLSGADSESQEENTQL
hgDAF12 agonist: agonists of H. glycines DAF-12 nuclear receptor. HEK293 GAL4-hgDAF12 UAS-luciferase reporter, agonist luminescence; normalized to butyrate control. activation, % at 6.8 µM. hit rate 1.8% among 370,000. AID 687014;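 active means activation above a cutoff set at the mean of all screened compounds plus 3 SD, cut at about 10% in these data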;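 further: 0% = DMSO wells and 100% = sodium butyrate wells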
SMARCA2 act: activators of SMARCA2 function; MG213 cells, MMTV-luciferase reporter, dexamethasone, overnight; AID 652017; hit rate 1% among 370,000; activation, % at 9.1 µM; in the data active means activation above about 7.8%;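 further: 0% = vehicle wells and 100% = reference activator wells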
GAA850 FXN act: activators of GAA850 frataxin (FXN) promoter. HEK293 lucGAA850 FXN promoter luciferase reporter, 24 h; percent of 10 µM SAHA response. activation, % at 6 µM. hit rate 0.56% among 360,000. AID 540364;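 active means activation above the average of all compounds screened plus 3 SD, cutoff fixed separately per campaign, cut at about 7.5% in these data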;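 further: 0% = DMSO wells and 100% = 10 µM SAHA wells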
Rev-erbA mod: modulators of human Rev-erb alpha DNA binding. Rev-erbα–FITC-DNA binding, fluorescence polarization, 90 min. activity, % at 10 µM. hit rate 0.79% among 370,000;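 active means activity above about 14%, limit read from the data; passing the limit was not always enough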;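 further: 0% = DMSO wells with 35 nM protein and 100% = DMSO wells with 750 nM protein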
ssDAF12 agonist: S. stercoralis DAF-12 activation, primary screen; hit rate 1% among 370,000; HEK293 ssDAF-12/GRIP1 lit1-tk-luc reporter, luminescence; % of 3 µM dafachronic acid response; AID 652126; activation, % at 6.8 µM;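 active means activation above the mean over all tested compounds plus 3 SD, cut at about 0.9% in these data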;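 further: 0% = DMSO-only wells and 100% = 3 µM delta7-dafachronic acid wells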
DAX1 inh-2: NR0B1 (DAX1) inhibition; hit rate 0.99% among 340,000; HEK293 Gal4-DAX1 luciferase reporter, luminescence; inhibition, % at 6.75 µM; P51843; AID 504766;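 active means inhibition above the mean over all tested compounds plus 3 SD, cut at about 4.2% in these data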;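 further: 0% = DAX1-transfected cells with DMSO and 100% = empty-vector control cells with DMSO; inhibition shows as a rise in luminescence from relieved DAX1 repression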
PG9 binder: PG9 antibody binding by small molecule. inhibition, % at 6.7 µM. TR-FRET gp120-PG9 antibody binding. hit rate 0.43% among 360,000. AID 624416; in the data active means inhibition above about 8.5%
hcDAF-12 act: activates DAF-12 receptor from parasite H. contortus | HEK293 hcDAF-12 lit1-tk-luc reporter, luminescence; 0% DMSO, 100% Δ7-dafachronic acid | activation, % at 6.8 µM | hit rate 1.4% among 370,000 | AID 652067;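 active means activation above the mean of all tested compounds plus 3 SD, cut at about 5.5% in these data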;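 further: 100% = response to 3 µM Δ7-dafachronic acid high control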
* marks the source's active call; other numbers are inactive results; nt = no result given.

Molecule,sPLA2-III inh,DAX1 inh-1,PLC-beta3 inh,hgDAF12 agonist,SMARCA2 act,GAA850 FXN act,Rev-erbA mod,ssDAF12 agonist,DAX1 inh-2,PG9 binder,hcDAF-12 act
CS(=O)(=O)c1ccc(NC(=O)c2cc3c(cc2Cl)N2CCCCCC2=NS3(=O)=O)cc1,-2.8,0.6,-12.9,1.1,-1.2,1.4,0.3,-1.0,0.0,-0.5,-2.1
COCCn1c(SCC(=O)Nc2nnc(C)s2)nnc1-c1ccco1,-4.6,0.2,-0.1,-1.9,-3.0,1.0,-4.1,-1.4,2.2,-2.1,-0.2
NS(=O)(=O)c1ccc(NC(=O)CSc2nc3ccccc3c(=O)n2Cc2ccncc2)cc1,-2.8,-0.3,4.2,0.8,5.7,1.6,-5.6,-0.9,0.1,-1.3,0.1
CN(CC(=O)Nc1ccc(F)cc1)C(=O)COC(=O)CSc1ccc(F)cc1,-0.8,-1.7,-0.9,3.8,0.2,4.6,-7.3,0.0,-0.5,2.0,-0.1
COC(=O)CSc1nnc(-c2ccc(S(=O)(=O)N3CCCC3)cc2)n1C,5.7,-0.1,0.8,-0.6,-2.9,1.0,5.0,-1.7,-0.1,0.9,-0.6
O=C1CCN(Cc2ccccc2)C=C1c1ccc(Br)cc1,2.3,-0.4,-8.2,-1.2,-0.7,3.0,-1.5,-1.4,0.2,0.3,-1.4
CC1(C)Cc2c(sc3nc(-c4ccccc4)n(N)c(=O)c23)CO1,-1.2,1.6,-7.7,0.8,0.9,4.1,-5.1,-1.0,0.5,-1.3,1.6
O=C(Oc1ccc(/C=N/NC(=O)c2ccccn2)cc1)c1ccc(Br)cc1,6.6,0.6,-4.3,3.3,2.3,2.0,-3.5,-0.7,2.5,1.5,-1.1
CCc1nc2c(OCCn3cccc3)cccn2c1N(C)C(=O)C1CC1,-5.0,1.1,1.2,3.4,4.5,-0.7,2.2,-0.6,nt,0.1,-1.5
CCCCOc1ccc(S(=O)(=O)Nc2ccc(NC(C)=O)cc2)cc1,-17.2,-1.3,-2.5,-3.3,-2.3,-3.7,-0.5,-1.1,-1.8,-0.9,-3.6
CN(Cc1cccc(F)c1)C(=O)c1cccc(S(=O)(=O)N2CCN(Cc3ccccc3)CC2)c1,-26.9,-2.4,-13.9,-4.4,-3.1,-0.4,6.8,-1.4,0.0,-2.3,-3.5
O=C1Nc2ccccc2C(=O)C1(Cl)Cc1ccccc1 (centres undefined),9.4,-0.6,-257.5,-2.1,0.0,2.8,-2.6,-0.4,0.3,0.5,3.8
FC(F)(F)c1ccccc1NC(=S)N1CCc2ccccc2C1,2.0,-0.2,2.7,-2.0,-1.9,0.2,-2.1,-1.6,2.9,1.2,0.5
Cc1ccc(C2NC(=O)NC3=C2CCc2ccccc23)cc1 (centres undefined),-9.6,-1.5,-96.3,-3.9,-2.5,-7.2,-1.0,-1.4,-0.4,-1.6,-0.2
COc1ccc(CCC(=O)N2CCN(S(=O)(=O)c3cccc(Cl)c3)CC2)cc1,2.0,-0.7,-0.5,-1.7,0.3,2.5,0.3,-1.2,-0.6,-1.7,-0.8
Cc1ccccc1C(=O)N1[C@@H](C(C)C)COc2cc(Br)ccc2S1(=O)=O,5.7,0.4,3.6,1.7,-4.9,1.3,9.1,-1.0,1.2,0.0,1.2
CCCS(=O)(=O)N1CCCC(C(=O)NCCN2CCC(Cc3ccccc3)CC2)C1 (centres undefined),4.0,-0.3,0.1,-2.1,-0.2,0.6,4.5,-0.2,-0.5,-1.9,-1.9
NS(=O)(=O)c1ccc(CCNC(=O)CSc2nc3ccccc3c(=O)n2CCC(=O)N2CCCCC2)cc1,-0.7,-1.0,1.2,-0.1,0.0,-0.6,-3.5,-1.7,0.9,0.3,-0.1
CCC(=O)c1ccccc1OCC(=O)Nc1c(C)cccc1C,-0.8,-0.3,-1.2,-2.5,-2.2,2.1,2.6,-2.0,-0.2,0.8,-0.9
O=c1c(/C=C(\O)c2ccccc2)nc2ccccc2n1-c1ccccc1,12.5,-0.8,-83.4,-1.2,-1.1,0.8,2.7,-1.4,2.1,-1.5,-1.8

Full records from above:
Cc1ccccc1C(=O)N1[C@@H](C(C)C)COc2cc(Br)ccc2S1(=O)=O across the screens: sPLA2-III inh = 5.7; DAX1 inh-1 = 0.4; PLC-beta3 inh = 3.6; hgDAF12 agonist = 1.7; SMARCA2 act = -4.9; GAA850 FXN act = 1.3; Rev-erbA mod = 9.1; ssDAF12 agonist = -1.0; DAX1 inh-2 = 1.2; PG9 binder = 0.0; hcDAF-12 act = 1.2
COCCn1c(SCC(=O)Nc2nnc(C)s2)nnc1-c1ccco1 across the screens: sPLA2-III inh = -4.6; DAX1 inh-1 = 0.2; PLC-beta3 inh = -0.1; hgDAF12 agonist = -1.9; SMARCA2 act = -3.0; GAA850 FXN act = 1.0; Rev-erbA mod = -4.1; ssDAF12 agonist = -1.4; DAX1 inh-2 = 2.2; PG9 binder = -2.1; hcDAF-12 act = -0.2

Next section:
Molecule,sPLA2-III inh,DAX1 inh-1,PLC-beta3 inh,hgDAF12 agonist,SMARCA2 act,GAA850 FXN act,Rev-erbA mod,ssDAF12 agonist,DAX1 inh-2,PG9 binder,hcDAF-12 act
Cc1ccc(NC(=O)C=NOCC(=O)Nc2cc(C)cc(C)c2)cc1,-22.8,-1.1,-0.3,3.5,2.9,0.7,-11.2,0.5,1.2,-2.7,1.1
O=C(OCc1cn([C@H]2CN(Cc3cccs3)[C@@H](c3ccc(Cl)cc3)C[C@@H]2O)nn1)c1ccccc1,2.7,-0.1,1.7,2.4,-1.0,0.7,7.5,-0.8,0.2,-0.5,-0.6
O=C(COC(=O)c1ccc(O)cc1)NCCC1=CCCCC1,-6.1,0.0,0.2,-1.2,0.4,1.2,3.1,0.8,-1.2,0.0,-0.7
CCCCCCn1cnc2c(c1=O)c1nc3ccccc3nc1n2Cc1cccs1,4.9,0.1,0.4,-0.3,0.2,1.1,30.8*,-1.4,0.8,2.6,-1.9
O=C(O)CSc1nnc(-c2ccc(Cl)cc2Cl)n1-c1ccc(Br)cc1,-15.4,0.4,-3.2,0.1,-1.7,-1.2,-0.8,-1.4,0.1,0.3,-1.7
O=C(O)c1cc([N+](=O)[O-])c(NCc2cccnc2)c([N+](=O)[O-])c1,6.6,-0.4,-1.2,-1.5,-2.8,4.2,6.5,-0.9,1.4,0.6,-0.2
COc1cc2c(cc1OC)CN(C(=O)C1CCCN1S(=O)(=O)c1ccc(F)cc1)CC2 (centres undefined),1.3,0.1,-10.1,1.6,0.3,-0.3,2.0,-0.8,-1.3,1.1,-2.8
COc1ccc(C(=O)NC(=S)NC(C)c2ccccc2)cc1 (centres undefined),5.0,-0.4,-0.6,-1.2,-2.5,1.0,6.5,-1.1,-0.6,-2.2,1.6
O=C(c1ccc([N+](=O)[O-])o1)N1CCN(c2nc3c(F)cc(F)cc3s2)CC1,3.7,-5.6,1.2,-0.8,-1.7,2.4,-3.1,-1.2,0.3,2.0,-0.2
CC(C)(C)CN1C(=O)C(=O)NC[C@@H]1Cc1ccc(O)cc1,4.6,-0.2,1.3,0.8,1.5,1.8,-6.2,-0.7,1.4,-2.3,-1.5
O=C(CNC(=O)c1cccs1)N/N=C/c1ccco1,1.0,0.6,2.4,-1.8,1.3,-0.1,nt,-1.4,0.7,-2.1,-2.3
CCOC(=O)N1CCN(C(=O)Cn2ncc3ccccc32)CC1,2.1,-0.5,1.8,-1.9,-0.1,0.7,-13.3,-0.3,1.1,-2.2,1.3
O=C(NNS(=O)(=O)c1ccc([N+](=O)[O-])cc1)c1ccncc1,1.5,0.2,-2.8,-0.9,-2.1,1.1,-4.8,-1.3,-0.1,-1.6,-1.3
O=C(N/N=C/c1ccncc1)c1nc(-c2ccccc2)n2c1CCCCC2,2.1,0.4,5.6,0.9,-1.4,-0.8,-4.0,-2.2,-1.1,-1.3,1.0
O=C(NCc1ccc(Cl)cc1)C1=Cc2cc(Cl)ccc2OC1,-11.5,0.5,-2.2,-1.0,-1.7,-1.9,5.1,-1.1,-1.5,0.0,0.7
COc1ccc(C)cc1NC(=O)NCc1ccccc1F,-0.7,0.1,-7.8,-1.0,-0.1,0.6,3.1,-2.4,-0.2,-0.1,-1.1
CC(=O)Nc1ccc(C(=O)CSc2nc3ccccc3n2CC(=O)N2CCCC2)cc1,-18.7,-0.9,2.1,-0.7,-3.2,1.9,-0.4,-0.2,-0.9,-0.4,-2.0
CN(Cc1ccccc1)c1ccc(C(CC(N)=O)NC(=O)Cc2ccc(Br)cc2)cc1[N+](=O)[O-] (centres undefined),-3.5,-0.5,-0.5,-0.8,-0.8,-0.3,-4.4,-1.7,-0.4,-2.4,-2.6
COc1ccc(NC(=O)c2nc[nH]c2C(=O)N[C@@H](C)c2ccccc2)cc1,-15.6,-0.8,-1.6,1.8,0.2,0.9,-7.4,-1.2,-0.6,-2.9,-1.6
COc1ccc(CN2CCSc3sccc3C2=O)cc1,1.6,0.3,-1.8,-0.3,-4.1,0.5,-2.3,-1.4,0.7,0.5,-1.7

Further records follow:
Molecule,sPLA2-III inh,DAX1 inh-1,PLC-beta3 inh,hgDAF12 agonist,SMARCA2 act,GAA850 FXN act,Rev-erbA mod,ssDAF12 agonist,DAX1 inh-2,PG9 binder,hcDAF-12 act
CCCN1C2=NS(=O)(=O)CCN2c2ccccc21,2.3,0.3,2.8,-1.5,0.8,0.6,-5.8,-1.3,-0.3,-3.6,-1.3
COC(=O)[C@]12C[C@H](CC(=O)NCc3ccc(C)o3)C(=O)N(CCC3=CCCCC3)C1=C[C@H](C(C)(C)C)O[C@@H]2C,-16.1,-0.7,2.0,1.5,3.5,nt,3.3,-0.5,nt,-1.1,0.3
CCN=C1NN=C(c2ccc(C)cc2)CS1,-13.3,1.2,-3.7,8.4,4.6,5.1,nt,-0.5,0.2,-1.6,1.9
Cc1ccccc1-c1n[nH]nc1C1=CC(=O)CC(C)(C)C1,-4.2,0.1,-20.0,0.4,-2.8,-0.3,1.3,-1.0,0.6,-1.0,-0.5
Cc1cc(C)cc(N(CC(=O)Nc2ccccc2)C2=NC3CS(=O)(=O)CC3S2)c1 (centres undefined),-18.9,0.3,-0.1,-2.0,-2.2,-0.2,-1.8,0.1,-1.1,-2.1,0.0
CCOC1OC(=O)C(Cl)=C1Nc1ccccc1C (centres undefined),16.7,0.2,-1.8,2.2,-4.1,0.6,0.4,-1.9,-0.1,-2.2,0.8
N#CCn1cc(/C=N/NC(=O)c2cc3c(ccc4ccccc43)o2)c2ccccc21,-4.3,-0.7,-384.5,-2.7,-1.9,-3.2,-0.9,-1.9,-2.2,-0.6,-2.5
Cc1[nH]cnc1CSCc1ccc(F)cc1,14.8,-0.6,-0.7,0.2,-1.4,-0.2,0.1,-0.8,-1.1,0.3,2.2
